Assay outcomes deposited in PubChem BioAssay by Johns Hopkins Ion Channel Center.
KCNQ2 inh = KCNQ2 channel blockers in CHO-K1 cells – cell-based, FluxOR thallium flux, B-score, primary screen (AID 2156). B-score at 10 µM. 20 min; active compounds read low. 310,000 compounds, 1.1% hits. O88943;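 active means fluorescence ratio B-score at most minus 3 library SDs, with starting brightness B-score within 2 library SDs, cut at about -5.5 in these data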
Target sequence (O88943 whole entry, looked up): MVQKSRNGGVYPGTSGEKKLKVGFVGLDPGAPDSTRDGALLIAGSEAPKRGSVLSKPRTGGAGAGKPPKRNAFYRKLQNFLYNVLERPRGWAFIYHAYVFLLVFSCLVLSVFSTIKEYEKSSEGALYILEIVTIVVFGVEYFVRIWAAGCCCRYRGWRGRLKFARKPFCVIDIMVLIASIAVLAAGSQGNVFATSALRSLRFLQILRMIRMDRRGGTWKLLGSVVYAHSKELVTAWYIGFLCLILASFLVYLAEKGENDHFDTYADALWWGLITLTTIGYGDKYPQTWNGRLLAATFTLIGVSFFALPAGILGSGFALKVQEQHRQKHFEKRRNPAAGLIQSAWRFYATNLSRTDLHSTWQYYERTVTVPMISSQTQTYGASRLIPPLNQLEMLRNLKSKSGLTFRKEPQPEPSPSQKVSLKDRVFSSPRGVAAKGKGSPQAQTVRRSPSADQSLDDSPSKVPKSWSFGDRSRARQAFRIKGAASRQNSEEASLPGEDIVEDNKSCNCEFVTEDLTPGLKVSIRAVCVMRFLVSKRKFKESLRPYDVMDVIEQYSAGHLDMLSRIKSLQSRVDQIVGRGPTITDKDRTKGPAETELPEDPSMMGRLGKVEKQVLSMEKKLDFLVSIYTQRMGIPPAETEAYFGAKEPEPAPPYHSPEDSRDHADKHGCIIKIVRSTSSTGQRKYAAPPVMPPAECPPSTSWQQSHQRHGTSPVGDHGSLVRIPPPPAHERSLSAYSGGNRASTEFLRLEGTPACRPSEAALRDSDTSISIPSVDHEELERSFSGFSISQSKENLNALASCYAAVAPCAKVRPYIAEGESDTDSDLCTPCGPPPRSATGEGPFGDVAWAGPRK
Kir21 inh = inhibitors of mouse Kir2.1 inward-rectifier potassium channel; P35561; HEK293-Kir2.1, FluxOR thallium flux fluorescence; active compounds read low; B-score at 10 µM; 310,000 compounds, 0.85% hits; AID 1672;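 active means fluorescence ratio B-score at or below minus 3 SD of library scores, with starting-brightness B-score within 2 SD, cut at about -4.2 in these data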;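 further: channel flux triggered by added potassium and thallium sulfate stimulus; B-score of peak minus minimum fluorescence over baseline after thallium stimulus; more negative B-score means stronger Kir2.1 block with less thallium influx; some compounds called inactive have numbers as strong as hits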
An asterisk follows results filed as active; i = inactive.

SMILES	KCNQ2 inh	Kir21 inh
O=C(NC(Cc1ccccc1)C(=O)O)c1ccc(S(=O)(=O)N2CCCCC2)cc1 (stereo not drawn)	i	-0.74
Cc1[nH][nH]c(=O)c1N=Nc1ccc(Br)c(Cl)c1	i	-1.1
COc1cc2cc(C(=O)Nc3ccc4c(c3)OCCO4)[nH]c2cc1OC	i	0.25
COc1ccc(C(CCN)c2ccc3c(c2)OCO3)cc1 (stereo not drawn)	i	-1.7
Cc1ccc(S(=O)(=O)N(CC(=O)NCCSc2ccccn2)c2ccccc2F)cc1	i	-1.2
COCCN(CC(=O)Nc1ccccc1C)S(=O)(=O)c1ccc(S(=O)(=O)N2CCCC2)cc1	i	0.38
S=C(NCCCc1ccccc1)Nc1ccccc1	i	-1.6
CC1(C)CC(=O)C2=C(C1)OC(=O)C2(NC(=O)c1cccs1)C(F)(F)F (stereo not drawn)	i	0.73
O=S(=O)(c1ccc(F)cc1)N1CCN(C(=S)NC2CCCC2)CC1	i	-0.77
COc1ccc(NC(=O)Cn2nnc(-c3ccccc3F)n2)cc1	i	0.98
CCCCC(=O)Nc1cc(C(=O)NCCc2ccccc2)ccc1Cl	i	0.06
Cc1cc(C(=O)C(=O)N(C)C)c(C)n1-c1ccc(Cl)c(Cl)c1	i	0.77
O=C(NCc1cccs1)c1nc2c(nnn2Cc2ccccc2Cl)c(=O)[nH]1	i	0.07
O=C(CSc1nnc(-c2cccc(F)c2)o1)NC1CCCC1	i	2.9
C=CCn1c(SCC(=O)Nc2cccc3ccccc23)nc(O)c(CC)c1=O	i	0.7
O=S(=O)(c1ccc(C(F)(F)F)cc1)N1CCCN(c2ccc(C(F)(F)F)cn2)CC1	i	-0.98
Cc1cccc(N(CC(=O)N/N=C/c2ccc(C(=O)O)cc2)S(=O)(=O)c2ccccc2)c1C	i	2.2
COc1ccc(S(=O)(=O)N2CCCC2C(=O)NCc2cccs2)cc1 (stereo not drawn)	i	0.93
CC(C)(C)NC(=O)C1CC(=O)N(CCc2ccc(F)cc2)C1 (stereo not drawn)	i	-1.2
O=C(Nc1ccc(C(F)(F)F)cc1Cl)c1ccc(Cn2cc(Br)cn2)o1	i	0.07
CCn1cc(SCC(=O)NCC2CCCO2)c2ccccc21 (stereo not drawn)	i	-0.23
COc1cccc(NC(=O)N2CCCc3ccccc32)c1	i	-0.44
COc1ccc(S(=O)(=O)N2CCCC(C(=O)Nc3cccnc3)C2)cc1Cl (stereo not drawn)	i	0.08
COCC(C)NC(=O)CSc1nc(-c2ccccc2)c(-c2ccccc2)o1 (stereo not drawn)	i	0.89
CCCCCCCCCCCCN1[C@@H](CC(=O)OC)c2cc(C(F)(F)F)ccc2S1(=O)=O	i	1.5
CCC(CC)c1nnc(NC(=O)c2ccc([N+](=O)[O-])cc2)s1	i	-2.4
Cc1cc(C)c(S(=O)(=O)N2CCOC2CNC(=O)C(=O)NCCc2ccc(S(N)(=O)=O)cc2)c(C)c1 (stereo not drawn)	i	-0.3
Cc1ccc(NC(=O)CSCC(=O)Nc2ccccc2C(=O)N2CCCCC2)cc1	i	-0.08
CC(=O)c1ccc(N(CC(=O)NCCc2ccccc2)C(=O)c2csnn2)cc1	i	0.29
CCOc1cc(C2NC(=O)c3ccccc3O2)ccc1OC(C)C (stereo not drawn)	i	-0.5
Cc1ccc(NC(=O)N2CCCn3c(SCC(=O)c4ccccc4)nnc32)cc1	i	-0.76
CCCOc1ccc(/C=N/NC(=O)C(C)Sc2ccccn2)cc1OCC (stereo not drawn)	i	1.3
NC(=O)c1ccsc1NC(=O)COC(=O)CCOc1ccccc1	i	-1.6
CC(=O)Nc1ccc(S(=O)(=O)N2CCCCC2C(=O)O)cc1 (stereo not drawn)	i	1.2
COc1ccccc1OCC(=O)Nc1nonc1NC(=O)COc1ccccc1OC	i	0.91
O=C(NCCS(=O)(=O)N1CCC2(CC1)OCCO2)c1ccccc1	i	1.5
CS(=O)(=O)NCC(c1cccnc1)N1CCN(c2ccccc2F)CC1 (stereo not drawn)	i	-0.82
CCc1ccc(C2CC(c3ccc(F)cc3)Nc3nc(N)nn32)cc1 (stereo not drawn)	i	-0.28
O=C(NS(=O)(=O)Nc1ccccn1)c1c[nH]c2ccccc12	i	1.6
COc1ccccc1N(CC(=O)N/N=C/c1c(O)ccc2ccccc12)S(C)(=O)=O	i	2.3
O=C(c1ccc(N2CCCC2=O)cc1)N1CCOCC1	i	-0.13
COc1ccc(CNC(=O)C2CCN(S(=O)(=O)c3ccc(-c4nn[nH]n4)cc3)CC2)cc1	i	-0.66
CC(=O)NC(Cc1c[nH]c2ccccc12)C(=O)N/N=C/c1ccccc1 (stereo not drawn)	i	1.2
CCOC(=O)N1CCN(S(=O)(=O)c2ccc(C(=O)N(CCN(CC)CC)c3nc4ccc(C)cc4s3)cc2)CC1	i	0.24
CCSc1nc(O)c(C(c2cccc(OC)c2)c2c(O)nc(SCC)[nH]c2=O)c(=O)[nH]1	i	0.25
COc1ccc(N2CC(C(=O)Nc3nc4ccc(F)cc4s3)CC2=O)c(OC)c1 (stereo not drawn)	i	0.51
CC(=O)COc1ccc2cc(-c3ccccc3)c(=O)oc2c1	i	1.2
CC(C)CCNC(=O)CCc1nnc(Cc2c[nH]c3ccccc23)o1	i	0.52
CCOc1ccc(NC(=O)CC2C(=O)N(c3ccccc3)C(=O)N2Cc2ccccn2)cc1 (stereo not drawn)	i	0.29
Cc1ccc(-c2noc(CNC(=O)c3ccoc3C)n2)cc1	i	1.3
COc1ccc(C(=O)N/N=C/c2ccc(OC(=O)c3ccccc3)cc2)cc1	i	-0.9
COc1ccc(CN(C(=O)c2nsc(Cl)c2Cl)C(C(=O)NC2CCCC2)c2ccc(OC)cc2)cc1 (stereo not drawn)	i	0.91
Nc1c2c3c(sc2nc(=O)n1N)CCCC3	i	-0.35
O=C(O)c1ccc(CSc2nc(-c3ccccc3)cc(C(F)(F)F)n2)cc1	i	0.15
CC(=O)Nc1ccc(C(=O)Cn2c3[n+](c4c(F)c(F)ccc42)CCCCC3)cc1	i	2.8
COc1ccc(S(=O)(=O)N2CCCOC2CNC(=O)C(=O)NCCCn2ccnc2)cc1OC (stereo not drawn)	i	-0.21
CC(=O)Nc1ccc(S(=O)(=O)N2CCC(NC(=O)C(Cc3ccc(C)cc3)NC(C)=O)CC2)cc1 (stereo not drawn)	i	-1.4
COc1ccc(CNC(=O)CN2C(=O)COc3ccc(S(=O)(=O)N4CCCCC4)cc32)cc1	i	-2.6
O=C(CSCC(=O)Nc1cccc2ccccc12)Nc1cccc2ccccc12	i	-0.02
COc1cc(C=C(c2nc3ccccc3s2)c2nc3ccccc3s2)cc(OC)c1O	i	-0.42
(list continues)
SMILES	KCNQ2 inh	Kir21 inh
CC(NCC(O)COC1CCC(C(C)(C)C)CC1)c1ccccc1 (stereo not drawn)	i	-8.6*
CNS(=O)(=O)c1cn(CC(=O)NCc2ccccc2OC)cc1S(=O)(=O)NC	i	-1.4
CC(C)(C)CC(=O)NCCCN1CCOCC1	i	-0.53
c1ccc(-c2nc(N3CCOCC3)c3ccccc3n2)nc1	i	-1.1
Cc1cc(NC(=O)COC(=O)c2cccc(S(=O)(=O)N(C)C3CCCCC3)c2)no1	i	-3.7
O=c1[nH]c(CN2CCN(c3ccccc3)CC2)nc2scc(-c3ccccc3)c12	i	0.15
COc1ccc(NC(=O)C2=NN(C3CCS(=O)(=O)C3)C(=O)CC2)cn1 (stereo not drawn)	i	1
COCCn1c(=S)[nH]c2ncccc2c1=O	i	-1.3
CSc1nnc(C)c(=O)n1COC(=O)c1ccc([N+](=O)[O-])cc1	i	1
CCOc1ccc(-n2ccn(CC(=O)NCCc3ccccc3)c(=O)c2=O)cc1	i	-0.22
Cc1ccc(S(=O)(=O)N2CCOCC2)cc1C(=O)OCC(=O)NCc1ccccc1	i	0.48
Cc1ccc(NC(=O)Cn2nc(-c3ccccc3)nc2-c2ccccc2)c(C)c1	i	0.14
CC(C)C(NC(=O)c1ccco1)C(=O)NC1CCCCCC1 (stereo not drawn)	i	1.1
CCN(CC)C(=O)CSc1nnc2nnc3cc(OC)ccc3n12	i	-5
CCN1C(=O)/C(=C2/C(=O)N3c4c(cc(OC(C)=O)cc42)C(C)=CC3(C)C)SC1=S	i	-0.01
CC(=O)O/C(=C\c1cn(C(C)=O)c2ccccc12)C(=O)O	i	0.38
COCCNC(=O)CN1N=C(c2ccc(C)cc2)CCC1=O	i	-0.76
O=C(NCc1cccc(C(F)(F)F)c1)C1CCCN(c2ncccn2)C1 (stereo not drawn)	i	0.05
O=C1/C(=C\c2ccc(O)cc2)SC(=S)N1c1cccnc1	i	0.34
CC(=O)c1sc(-c2ccccc2)cc1NS(=O)(=O)c1ccccc1	i	-0.13
COc1ccc(C(=O)c2cc([N+](=O)[O-])ccc2N2CCN(C)CC2)cc1	i	-0.86
O=C(CNC(=S)N(Cc1ccccc1)Cc1cccnc1)N1CCOCC1	i	0.55
Cc1ccc(OCc2cc(C(=O)N(CCO)Cc3cccs3)no2)cc1C	i	-0.71
CC1CC(C)CN(S(=O)(=O)c2ccc(C(=O)N3CCOCC3)cc2)C1 (stereo not drawn)	i	0.25

An excerpt of these results, with the structure last.
KCNQ2 inh,Kir21 inh,SMILES
i,0.38,CC(=O)O/C(=C\c1cn(C(C)=O)c2ccccc12)C(=O)O
i,-0.76,COCCNC(=O)CN1N=C(c2ccc(C)cc2)CCC1=O
i,0.05,O=C(NCc1cccc(C(F)(F)F)c1)C1CCCN(c2ncccn2)C1 (stereo not drawn)
i,0.34,O=C1/C(=C\c2ccc(O)cc2)SC(=S)N1c1cccnc1

New compounds follow.
SMILES	KCNQ2 inh	Kir21 inh
CCCc1cc(=O)[nH]c(SCc2nc3ccccc3s2)n1	i	-1.9
CN(C)c1ccc(C=NC(CO)C(O)c2ccc([N+](=O)[O-])cc2)cc1 (stereo not drawn)	i	-1.3
S=C(NCCNC(=S)Nc1ccccc1)Nc1ccccc1	i	0.59
O=C(COC(=O)Cn1nnc2ccccc21)NC1CCCC1	i	-0.21
COCCn1c(C)cc2c(c1=O)C(c1ccco1)C(C#N)=C(N)O2 (stereo not drawn)	i	0.25
CCOC(=O)N1CCN(C(=O)CCC2CCCC2)CC1	i	0.86
O=C(Nc1ccon1)Nc1ccc(F)cc1F	i	-0.25
Cc1cc(C)c(S(=O)(=O)N2CCCC2=O)c(C)c1N(C)S(C)(=O)=O	i	0.99
O=C(O)c1ccc(NS(=O)(=O)c2cccc(C(=O)Nc3ccccc3[N+](=O)[O-])c2)cc1	i	1
COc1ccc(C(=O)O)cc1S(=O)(=O)NCc1cccnc1	i	-0.02
Cc1nn(-c2ccccc2)c(C)c1[N+](=O)[O-]	i	-1
CCOc1ccc2oc(C(=O)NC3CCN(Cc4ccccc4)CC3)c(C)c2c1	i	-0.38

A draw from above in order of number of heavy atoms, largest number first.
SMILES	KCNQ2 inh	Kir21 inh
CCOc1ccc2oc(C(=O)NC3CCN(Cc4ccccc4)CC3)c(C)c2c1	i	-0.38
CN(C)c1ccc(C=NC(CO)C(O)c2ccc([N+](=O)[O-])cc2)cc1 (stereo not drawn)	i	-1.3
CCOC(=O)N1CCN(C(=O)CCC2CCCC2)CC1	i	0.86
O=C(Nc1ccon1)Nc1ccc(F)cc1F	i	-0.25

Fetched one by one from the list above (2):
SMILES	KCNQ2 inh	Kir21 inh
Cc1cc(C)c(S(=O)(=O)N2CCCC2=O)c(C)c1N(C)S(C)(=O)=O	i	0.99
O=C(Nc1ccon1)Nc1ccc(F)cc1F	i	-0.25

The results go on:
SMILES	KCNQ2 inh	Kir21 inh
O=c1cc(NCc2ccccc2)nc2n1CCCS2	i	0.69
CC(C)c1ccccc1NC(=S)NC1CCCCC1	i	-1.3
CCOC(=O)c1cc2sc(C)cc2n1CC(=O)N1CCN(C(=O)c2ccco2)CC1	i	0
Cc1cc(C)n(CCSCC(=O)O)n1	i	1.7
Cc1nc(N)sc1-c1csc(Nc2cccc(O)c2)n1	i	0.73
CC(OC(=O)C1CC(O)CN1S(=O)(=O)c1ccccc1[N+](=O)[O-])C(=O)N1CCCCC1 (stereo not drawn)	i	-0.07
Cc1cccn2c(CNCCCn3ncc4ccccc43)c(C(=O)N3CCCCC3)nc12	i	0.14
COc1ccc(NC(=O)c2cccc(N3C(=O)C4CCC(C)CC4C3=O)c2)c(OC)c1 (stereo not drawn)	i	-0.62
COc1ccc(-c2[nH]ncc2CN(C)CCN2CCOCC2)cc1F	i	-1.1
Cc1ccc(NC(=O)c2cccc(Cl)c2)nc1	i	0.32
C[C@@H]1C=C(C(=O)NCc2nc3ccccc3[nH]2)O[C@H](OCCCCO)C1	i	0.05
CCOC(=O)CC1C(=O)NCCN1S(=O)(=O)c1ccc(Cl)cc1 (stereo not drawn)	i	-2.6
COc1ccc(S(=O)(=O)NCCCCCC(=O)O)cc1C(=O)O	i	0.43
COc1c(N2CCN[C@H](C)C2)c(F)cc2c(=O)c(C(=O)O)cn(C3CC3)c12	i	-0.42
COc1cccc(OC)c1C(=O)Nc1ccccc1C(=O)N1CCCC1	i	-0.22
Cc1ccccc1CSCCNC(=S)Nc1ccccc1	i	-0.14
COC(=O)c1ccccc1N/C=C/C(=O)c1ccc(Br)cc1	i	-1.8
Cc1[nH]c2ccccc2c1C(C[N+](=O)[O-])c1cccc(O)c1 (stereo not drawn)	i	-2.5
c1ccc(CN2C3=NCCN3c3ccccc32)cc1	i	-1.4
CCCCn1c(N)c(N(CCOC)C(=O)c2c(C)noc2C)c(=O)[nH]c1=O	i	0.03
CCN(CC)CCNC(=O)c1ccc(NC(=O)c2cc(-c3ccco3)nc3ccccc23)cc1	i	-0.29
COc1ccc(-c2ccc(NCCC3=CCCCC3)nn2)cc1OC	i	0.23
